NCOA1 inh = SRC1 coactivator transcriptional activity inhibitors, primary screen, cell-based, luminescence. Nuclear receptor coactivator 1 (Homo sapiens), Q15788. HEK293 GAL4-SRC1 luciferase reporter. inhibition, % at 3.6 µM. 360,000 compounds, 0.12% hits. AID 588354, 2011;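 active means inhibition above the campaign mean plus 3 SD, with each screening campaign given its own cutoff, cut at about 60% in these data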;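 further: 0% = DMSO treated cells and 100% = gossypol at 36 µM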
LRH-1 inv ag = LRH-1 (NR5A2) inverse agonists, primary screen, cell-based, luminescence, HEK293T, StAR-luciferase reporter; 360,000 compounds, 0.13% hits; LRH-1 transfected, 24 h; inhibition, % at 3.6 µM;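 active means inhibition above the mean inhibition of all tested compounds plus 3 SD, cut at about 73% in these data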;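 further: 0% = DMSO wells and 100% = reporter-only cells lacking LRH-1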
Target sequence (O00482 whole entry, looked up): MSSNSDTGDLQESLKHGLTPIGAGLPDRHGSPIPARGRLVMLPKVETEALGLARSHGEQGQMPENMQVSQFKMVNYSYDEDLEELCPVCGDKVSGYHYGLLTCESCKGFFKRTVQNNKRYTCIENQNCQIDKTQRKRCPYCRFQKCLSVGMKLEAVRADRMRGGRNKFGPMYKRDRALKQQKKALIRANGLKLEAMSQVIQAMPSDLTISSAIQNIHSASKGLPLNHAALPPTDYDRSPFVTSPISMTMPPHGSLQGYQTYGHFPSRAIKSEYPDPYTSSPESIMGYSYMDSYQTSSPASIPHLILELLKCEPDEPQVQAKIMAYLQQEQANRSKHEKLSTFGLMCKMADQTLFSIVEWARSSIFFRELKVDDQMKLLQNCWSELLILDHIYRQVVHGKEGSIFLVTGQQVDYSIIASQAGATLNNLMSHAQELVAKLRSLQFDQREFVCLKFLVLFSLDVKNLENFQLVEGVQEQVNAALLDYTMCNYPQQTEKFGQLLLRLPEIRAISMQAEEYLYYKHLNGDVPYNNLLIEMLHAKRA
TROY signal inh = inhibitors of TROY-driven NF-kB signaling, primary screen, Q293 LMP1-TROYcd cells, NF-kB luciferase, uHTS; Q293 LMP1-TROYcd NF-kB luciferase reporter, 4 h; AID 1347056, 2019; 360,000 compounds, 0.98% hits; inhibition, % at 10 µM;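 active means compounds whose plate-normalised and pattern-corrected inhibition of the luciferase reporter signal at the single screening dose is 50% or more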
NR2F2 inh = NR2F2 transcriptional activity inhibitors, primary screen, cell-based, luciferase reporter, HEK293T, luminescence | HEK293T NGFI-A luciferase reporter | inhibition, % at 8.6 µM | 370,000 compounds, 0.7% hits | AID 686940, 2013;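 active means inhibition above a per-plate cutoff, mean inhibition of test wells between control levels plus 3 SD, cut at about 38% in these data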;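 further: cells cotransfected with COUP-TFII expression vector driving the NGFI-A reporter; 0% = median of COUP-TF2 test wells and 100% = reporter-only cells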
ABHD5 PLIN5 PPI = ABHD5-PLIN5 interaction inhibitors, primary screen, cell lysate, split luciferase complementation, luminescence | Split G. princeps luciferase complementation, 4 h | inhibition, % at 4 µM | 360,000 compounds, 0.78% hits;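 active means inhibition above the mean inhibition across every tested compound plus 3 SD, cut at about 22% in these data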;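 further: 0% = DMSO only wells and the 100% control is not disclosed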
TLR9-MyD88 block = inhibitors of TLR9-MyD88 association in cells, primary screen, cell-based, CHO, BLA complementation, fluorescence; CCF4 FRET ratio; 340,000 compounds, 0.21% hits; inhibition, % at 4.98 µM;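 active means inhibition above the mean over all tested compounds plus 3 SD, cut at about 21% in these data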;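 further: 0% = DMSO only wells and 100% = clavulanate BLA inhibitor control wells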
NOD2-RIPK2 inh = NOD2-RIPK2 binding disruptors in cells, primary screen, fluorescence, CHO cells, BLA complementation; Receptor-interacting serine/threonine-protein kinase 2 (Homo sapiens), O43353; CCF4 ratio; inhibition, % at 4.98 µM; 360,000 compounds, 0.38% hits; AID 624267, 2012; in the data active means inhibition above about 21%;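 further: 0% = vehicle only and 100% = reference blocker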
Target sequence (O43353 whole entry, looked up): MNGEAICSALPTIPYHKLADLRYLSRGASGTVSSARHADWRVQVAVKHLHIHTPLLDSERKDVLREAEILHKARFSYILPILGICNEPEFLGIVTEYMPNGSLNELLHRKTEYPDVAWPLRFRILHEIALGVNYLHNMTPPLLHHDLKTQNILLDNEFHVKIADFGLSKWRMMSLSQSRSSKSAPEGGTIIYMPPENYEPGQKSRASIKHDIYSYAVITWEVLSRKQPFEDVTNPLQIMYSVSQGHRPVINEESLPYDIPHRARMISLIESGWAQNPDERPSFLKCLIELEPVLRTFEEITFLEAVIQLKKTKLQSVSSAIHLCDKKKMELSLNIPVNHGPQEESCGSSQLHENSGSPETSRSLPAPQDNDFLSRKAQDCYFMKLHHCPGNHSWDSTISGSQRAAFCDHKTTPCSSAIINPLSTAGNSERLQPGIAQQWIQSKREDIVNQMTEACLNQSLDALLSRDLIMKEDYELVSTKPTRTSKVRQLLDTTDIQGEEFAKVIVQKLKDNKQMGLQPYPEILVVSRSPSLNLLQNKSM
SRC2 inh = inhibition of GAL4-SRC2 driven luciferase reporter, primary screen, SRC2 inhibitor project, cell-based, luminescence; AID 651957, 2012; 370,000 compounds, 0.17% hits; Nuclear receptor coactivator 2 (Homo sapiens), Q15596; inhibition, % at 9 µM; HEK293 GAL4-SRC2 luciferase reporter;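 active means inhibition above the mean inhibition of all tested compounds plus 3 SD, set per campaign, cut at about 52% in these data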;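 further: 0% = DMSO treated cells and 100% = cells given Gossypol at 36 µM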
NCOA3 inh = SRC3 coactivator transcriptional activity inhibitors, primary screen, cell-based, luminescence | HEK293 GAL4-SRC3 luciferase reporter | inhibition, % at 3.6 µM | 360,000 compounds, 0.17% hits | AID 588352, 2011;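 active means inhibition above a per-campaign cutoff, the mean of all compounds plus 3 SD, cut at about 60% in these data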;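 further: 0% = DMSO-treated cells and 100% = gossypol-treated cells at 36 µM; higher means less SRC3-driven luciferase light from the GAL4 reporter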
TWEAK-Fn14 inh = inhibitors of TWEAK-Fn14 signaling, primary screen, luciferase reporter cells, uHTS | TWEAK-stimulated Fn14 reporter cells, luciferase luminescence, 8 h | inhibition, % at 10 µM | 360,000 compounds, 2% hits | AID 1159606, 2016; in the data active means inhibition above about 50%
Granule exo inh = LAMP-1 surface exposure blockers, TALL-104 cells – cell-based, flow cytometry, MLPCN library, primary screen; inhibition, % at 10 µM; 360,000 compounds, 0.66% hits; TALL-104 LAMP-1 surface exposure; cells stimulated with thapsigargin and PMA;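 active means inhibition above about 55%, limit read from the data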
Active calls of the source: *; . = not tested or not shown.

SMILES | NCOA1 inh | LRH-1 inv ag | TROY signal inh | NR2F2 inh | ABHD5 PLIN5 PPI | TLR9-MyD88 block | NOD2-RIPK2 inh | SRC2 inh | NCOA3 inh | TWEAK-Fn14 inh | Granule exo inh
NS(=O)(=O)c1cccc(NC(=O)COC(=O)CCCc2c[nH]c3ccccc23)c1 | 3 | 15 | 5 | 22 | 3 | 7 | 8 | 3 | 3 | 4 | -3
Cc1cc(C)cc(NC(=O)CCn2ccnc2)c1 | 2 | 4 | -13 | 14 | 2 | 5 | -11 | -13 | 5 | 27 | -13
O=C(Nc1cc(F)ccc1F)C1CCN(S(=O)(=O)c2cccc3nonc23)CC1 | -1 | 7 | -16 | 2 | 11 | 3 | -1 | -6 | -8 | 48 | 4
COC(=O)C1NN=C(C(=O)c2ccc(Cl)cc2)C1c1ccc(OC)cc1 (stereo unspecified) | -28 | -7 | 2 | -1 | -4 | 5 | 9 | 4 | 21 | 10 | -6
O=C(NC1CC1)C1CCCN(C(=O)NC2CCCCC2)C1 (stereo unspecified) | -1 | 2 | 0 | 5 | -4 | 3 | -2 | -18 | 2 | -9 | -2
CCS(=O)(=O)N1Cc2ccccc2CC1C(=O)Nc1nnc(C2CC2)s1 (stereo unspecified) | 9 | 1 | -24 | -6 | 3 | 15 | -10 | 6 | -4 | 6 | -2
COc1ccc2nc3ccccc3nc2c1NC(=O)c1ccc(Cl)cc1 | 0 | 3 | 2 | -7 | -2 | -6 | 1 | -9 | 8 | -13 | 2
O=S(=O)(CCSc1ccc(C(F)(F)F)cn1)c1ccc(Cl)cc1 | 12 | -6 | 3 | -20 | -3 | -1 | 5 | 12 | 12 | -7 | -6
O=C(O)CC(O)(CC(=O)O)C(=O)O | 13 | 23 | -8 | 17 | 23* | -1 | -1 | 12 | 25 | -19 | -3
Cc1cc(=O)n2nc(N3CCCC(C(=O)NCc4ccc(Cl)cc4)C3)sc2n1 (stereo unspecified) | -15 | 6 | -1 | 15 | -8 | -2 | -11 | 14 | 0 | -7 | -5
O=C(NCc1cccnc1)c1nc(-c2cccs2)no1 | 8 | -7 | -23 | 7 | 4 | -15 | -7 | -20 | -1 | 0 | -2
CCOC(=O)N1CCN(C(=O)c2ccccc2N(C)S(C)(=O)=O)CC1 | 3 | 11 | 13 | 10 | 3 | -8 | 1 | -30 | 3 | 17 | -1
CC(C)NC(=O)c1onc(CSc2ccncc2)c1C(=O)NC(C)C | -18 | 7 | -11 | 5 | 6 | -7 | -9 | 17 | -25 | 9 | 1
COc1ccc2c(C)cc(SCC(=O)N(C)C3CCS(=O)(=O)C3)nc2c1 (stereo unspecified) | -8 | 1 | 6 | 12 | -2 | 2 | 0 | -17 | -3 | -17 | 1
COc1ccc(OCCn2c(=O)sc3ccccc32)cc1 | -41 | -67 | -66 | -23 | -2 | -3 | 8 | -74 | -44 | -18 | 3
COc1ccccc1/C=C(/C(=O)OCC(N)=O)c1ccccc1 | -5 | 7 | 10 | -9 | 0 | -2 | -23 | 3 | -3 | 17 | 0
Cc1cc(NC(=O)CN2C(=O)NC(CC(C)C)C2=O)no1 (stereo unspecified) | 7 | -11 | 23 | 12 | -3 | 8 | -3 | 9 | -4 | 6 | -2
O=C(Cn1cc(C(F)(F)F)ccc1=O)N/N=C/c1cccc(Cl)c1 | -12 | 17 | -31 | 5 | 0 | -7 | -4 | 6 | 3 | -16 | 2
COc1ccc(S(=O)(=O)Nc2ccccc2)cc1OC | 2 | -1 | 9 | 7 | -5 | 2 | -2 | 0 | -2 | -3 | 4
CC[C@@]1(C(=O)OC)N[C@H](CN(C)C(=O)Nc2ccc(Cl)cc2)[C@@H]2C(=O)N(Cc3ccccc3)C(=O)[C@@H]21 | 4 | 12 | -31 | 10 | -4 | -5 | -10 | 7 | 0 | -22 | 6
Cc1cccc(NC(=O)COC(=O)CCCC2=NS(=O)(=O)c3ccccc3N2)c1 | -1 | 5 | -10 | -3 | 9 | -8 | -2 | 5 | -2 | -5 | 2
COCCN1C(=NCCCOC(C)C)N[C@@H](c2ccccc2)C(C(=O)OC)=C1C | 5 | -8 | -23 | 5 | 0 | 10 | -16 | 7 | 7 | 9 | 25
Cc1ccc(C(=O)C2CCN(CC(=O)Nc3ccccc3C)CC2)cc1 | -8 | 14 | 3 | 5 | 6 | 4 | -2 | -6 | 14 | 41 | 17
CSc1nn2c(C(F)(F)F)cc(C(F)(F)F)nc2c1C(N)=O | 4 | 7 | 11 | -3 | 14 | -3 | -1 | -2 | 4 | -1 | 2
CCCc1[nH]nc2c1C(c1ccccc1OCC)C(C#N)=C(N)O2 (stereo unspecified) | -22 | 13 | 12 | 15 | -4 | 3 | 7 | -6 | -10 | -1 | -1

Profiles, looked up by structure.
Profile of NS(=O)(=O)c1cccc(NC(=O)COC(=O)CCCc2c[nH]c3ccccc23)c1 → NCOA1 inh = 3; LRH-1 inv ag = 15; TROY signal inh = 5; NR2F2 inh = 22; ABHD5 PLIN5 PPI = 3; TLR9-MyD88 block = 7; NOD2-RIPK2 inh = 8; SRC2 inh = 3; NCOA3 inh = 3; TWEAK-Fn14 inh = 4; Granule exo inh = -3
Profile of CC(C)NC(=O)c1onc(CSc2ccncc2)c1C(=O)NC(C)C → NCOA1 inh = -18; LRH-1 inv ag = 7; TROY signal inh = -11; NR2F2 inh = 5; ABHD5 PLIN5 PPI = 6; TLR9-MyD88 block = -7; NOD2-RIPK2 inh = -9; SRC2 inh = 17; NCOA3 inh = -25; TWEAK-Fn14 inh = 9; Granule exo inh = 1

The list goes on:
SMILES | NCOA1 inh | LRH-1 inv ag | TROY signal inh | NR2F2 inh | ABHD5 PLIN5 PPI | TLR9-MyD88 block | NOD2-RIPK2 inh | SRC2 inh | NCOA3 inh | TWEAK-Fn14 inh | Granule exo inh
CCC(NC(=O)c1cccc(Cn2nc(C)c([N+](=O)[O-])c2C)c1)c1ccc(C(C)C)cc1 (stereo unspecified) | -10 | 15 | 24 | -4 | 0 | -6 | -12 | 3 | -1 | 16 | 16
O=C(NCC(=O)N1CCCCCCC1)c1cccc([N+](=O)[O-])c1 | 1 | -13 | -30 | -23 | 3 | -1 | -8 | -14 | 14 | -8 | 2
CCCCCn1c(C(Cc2ccccc2)NC(=O)COC)nc2ccccc21 (stereo unspecified) | 6 | 6 | 2 | 15 | -3 | -4 | -1 | -15 | -4 | -9 | -7
CCn1nnnc1NC(=O)c1cc(Cl)c(OC)c(Cl)c1 | 1 | -1 | 0 | -10 | -1 | -16 | -3 | -12 | 13 | 1 | -1
O=C(COc1ccc(Cl)cc1Br)NNC(=O)C(=O)N1CCCCC1 | 1 | 0 | 8 | -12 | 1 | -1 | -4 | -49 | 15 | -22 | -6
CC(=O)Nc1c(NCC(C)C)c2ccccc2oc1=O | -6 | -6 | 10 | -4 | -2 | 5 | -8 | -21 | -9 | -4 | -3
CC1=CC(C)(C)n2c(O)c(N=NC(N)=S)c3cccc1c32 | -12 | 25 | -24 | 18 | -3 | -15 | -8 | 9 | 14 | -62 | 0
CCn1c2ccccc2c2cc(N=C3SC(CC(=O)Nc4ccccc4OC)C(=O)N3CCOC)ccc21 (stereo unspecified) | -27 | 12 | 12 | 7 | 1 | 4 | -5 | -20 | 20 | 5 | -6
COC(=O)c1c[n+]([O-])ccc1OC | -5 | 7 | -7 | . | -9 | . | -3 | . | -14 | 17 | -19
Cc1ccc(S(=O)(=O)N2CCN(S(=O)(=O)c3ccccc3)C2c2ccc(N(C)C)cc2)cc1 (stereo unspecified) | 20 | 14 | 2 | 18 | 7 | -2 | -4 | 29 | -1 | 12 | 2
COc1cccc(/C=C2\SC(=O)N(CCC(=O)N3CCCCC3CCO)C2=O)c1 (stereo unspecified) | -12 | 6 | -28 | 10 | 12 | 4 | 5 | 19 | 2 | 14 | 2
O=C(CN1C(=O)c2ccccc2C1=O)NC(Cc1ccccc1)C(=O)O (stereo unspecified) | 4 | 9 | 13 | 10 | 5 | -5 | -1 | -4 | -6 | 14 | -2
c1ccc(CCNc2ncnc3sccc23)nc1 | -2 | -43 | -36 | 10 | 2 | 6 | 1 | -21 | -25 | 5 | -2
COc1cccc(C(=O)COC(=O)c2n[nH]c(=O)c3ccccc23)c1 | 6 | 0 | 0 | 6 | 0 | -1 | -8 | -23 | 7 | -9 | 5
COc1ccc(NC(=O)COC(=O)Cc2c(F)cccc2Cl)cc1OC | -2 | -11 | -1 | -21 | -6 | -6 | 0 | 2 | -3 | -8 | 0
CC(Cc1ccccc1)NC(=S)CN1CCCC1=S (stereo unspecified) | 4 | 17 | 11 | 7 | -10 | -3 | 0 | 16 | 22 | 0 | -4
COc1ccc(C(C(=O)NC2CCCCC2)N(C(=O)c2snc(C(N)=O)c2N)c2ccccc2OC)cc1 (stereo unspecified) | 11 | 0 | -23 | -4 | -2 | -3 | 4 | 5 | 3 | -12 | 40
Cc1ccc(/C=N/NC(=O)c2nnn(-c3nonc3N)c2-c2ccccc2)o1 | 4 | -5 | -6 | 1 | 6 | -7 | 6 | 2 | 3 | -8 | -2
Cc1ccccc1NC(=O)C1CCCN(S(=O)(=O)c2ccc(-n3cnnn3)cc2)C1 (stereo unspecified) | 5 | 1 | -2 | 17 | 0 | -2 | 3 | -14 | 1 | 10 | -7
CC1CN(C(=O)Cn2c(C(F)(F)F)nc3ccccc32)CC(C)O1 (stereo unspecified) | -8 | 3 | 11 | -7 | 1 | 1 | 7 | -17 | -4 | -45 | 6
Cc1cccc(NC(=O)Nc2cccc(C#N)c2)n1 | -44 | -22 | -66 | -6 | -5 | -6 | -12 | -26 | -50 | 1 | 5
CCOC(=O)CSc1ncc(-c2ccccc2)cn1 | 8 | 4 | -17 | -28 | -6 | -1 | 0 | 4 | 20 | 6 | 0
COc1cccc(C2CC(c3cccs3)=NN2S(C)(=O)=O)c1 (stereo unspecified) | -18 | -15 | -10 | 0 | -4 | -9 | -1 | -11 | 4 | -26 | -3
O=C(Nn1cnnc1)c1ccc(Br)s1 | -11 | -3 | -6 | 23 | 2 | 3 | -18 | -2 | -18 | 8 | 4
O=C(OCC(=O)N1CCN(S(=O)(=O)c2ccc(Cl)cc2)CC1)C1CCC1 | 2 | 5 | 15 | -5 | 8 | -7 | 4 | 21 | 17 | -14 | -3
CC(=O)Nc1cc[n+](C(C)C(=O)c2ccc(Br)cc2)cc1 (stereo unspecified) | -1 | -9 | 3 | -9 | -4 | -1 | -1 | -5 | 25 | 7 | -2
O=C(CSc1nnc(C2CC2)n1C1CC1)c1cc(F)ccc1F | 7 | 19 | -12 | -3 | -13 | -11 | -7 | -10 | 6 | 0 | -4

Screening results as filed in PubChem BioAssay.

An excerpt; rates above refer to the full screens.
